Assay outcomes as filed in PubChem BioAssay.
NCI-60 one-dose screen, 48 h, at 10 µM unless noted. Numbers give growth in % (100 = growth as untreated, 0 = no growth, -100 = all killed).
A498 = A498 renal cancer cells. 76,000 compounds, 5.4% hits. AID 1794774
HCT-15 = HCT-15 colon cancer. 82,000 compounds, 5.2% hits
HT29 = HT29 colon cancer; 81,000 compounds, 7.4% hits
HCT-116 = HCT-116 colon cancer; 82,000 compounds, 7.3% hits; AID 1794798
KM12 = KM12 colon cancer cells; 82,000 compounds, 5% hits
COLO 205 = COLO 205 colon cancer; 79,000 compounds, 7.3% hits
SW-620 = SW-620 colon cancer; AID 1794795; 82,000 compounds, 5.2% hits
HCC-2998 = HCC-2998 colon cancer; 79,000 compounds, 4.7% hits; AID 1794799
SNB-75 = SNB-75 CNS cancer; 79,000 compounds, 5% hits; AID 1794750
Numbers without * were called inactive; [ ] = remark or other dose. The calls were made as follows: active = growth percent below 10; inactive = the rest.

How did COc1c(C(=O)/C=C/c2ccccc2)c(O)cc2occc12 do in these assays?
A498: 45; HCT-15: 52; HT29: 75; HCT-116: 32; KM12: 36; COLO 205: 106; SW-620: 49; HCC-2998: 90; SNB-75: 32

What do the screens show for `Cc1cc(C)c(C(=O)CC(=O)c2cccnc2)c(C)c1`?
A498: 89; HCT-15: 28; HT29: 51; HCT-116: 32; KM12: 61; COLO 205: 93; SW-620: 37; HCC-2998: 50; SNB-75: 80

Results for CO/N=C(/C(=O)N[C@@H]1C(=O)N2C(C(=O)O)=C(CSc3nc(=O)c(=O)[nH]n3C)CS[C@H]12)c1csc(N)n1 ?
A498: 110; HCT-15: 105; HT29: 107; HCT-116: 102; KM12: 112; COLO 205: 105; SW-620: 112; HCC-2998: 101; SNB-75: 100

How did COC(=O)[C@H](Cc1cn(C)cn1)NC(=O)[C@@H](NC(=O)Nc1cc(C(F)(F)F)cc(C(F)(F)F)c1)C(C)C do in these assays?
A498: -89*[100 µM]; HCT-15: -88*[100 µM]; HT29: -81*[100 µM]; HCT-116: -92*[100 µM]; KM12: -89*[100 µM]; COLO 205: -94*[100 µM]; SW-620: -47*[100 µM]; HCC-2998: -87*[100 µM]; SNB-75: -100*[100 µM]

What do the screens show for `Cc1nn(-c2ccc([N+](=O)[O-])cc2)c2ncnc(N/N=C/c3cccc(O)c3)c12`?
HCT-15: 37; HT29: 80; HCT-116: 52; KM12: 49; COLO 205: 74; SW-620: 69; HCC-2998: 86

How did CC(=O)c1ccc2c(c1)CCCC2 do in these assays?
A498: 113; HCT-15: 105; HT29: 109; HCT-116: 91; KM12: 109; COLO 205: 118; SW-620: 100; HCC-2998: 97; SNB-75: 88

What do the screens show for `COc1ccc(-c2cc(-c3cc(OC)c(OC)c(OC)c3)c(C#N)c(N3CCOCC3)n2)cc1`?
A498: 96; HCT-15: 78; HT29: 67; HCT-116: 78; KM12: 92; COLO 205: 93; SW-620: 104; HCC-2998: 79; SNB-75: 83

What do the screens show for `NNc1ccc(Cl)cc1Cl`?
A498: 97; HCT-15: 80; HT29: 94; HCT-116: 87; KM12: 51; COLO 205: 92; SW-620: 54; HCC-2998: 94; SNB-75: 81

How did Nc1nn2c(-c3cc4cc(Br)ccc4oc3=O)ccnc2c1N=Nc1ccccc1 do in these assays?
A498: -17*; HCT-15: 53; HT29: 22; HCT-116: 3.3*; KM12: 26; COLO 205: 80; SW-620: 51; HCC-2998: 30; SNB-75: -60*

Results for O=C(/C=C/Nc1ccc([N+](=O)[O-])cc1)c1ccc2c(c1)Nc1ccccc1S2 ?
A498: 158; HCT-15: 78; HT29: 77; HCT-116: 68; KM12: 92; COLO 205: 110; SW-620: 93; HCC-2998: 83; SNB-75: 119

What do the screens show for `C=C(CC(=O)OC)C(=O)OC`?
A498: 87; HCT-15: 103; HT29: 99; HCT-116: 98; KM12: 101; COLO 205: 100; SW-620: 103; HCC-2998: 100; SNB-75: 107

Results for CCOC(=O)c1c(C)nc2c(c1N)C(=O)C(=O)N2CCc1ccc(OC)c(OC)c1 ?
A498: 55; HCT-15: 33; HT29: 40; HCT-116: 39; KM12: 58; COLO 205: 99; SW-620: 48; HCC-2998: 94; SNB-75: 67

What do the screens show for `C=C(C)[C@@H]1CC=C2c3sc(-c4ccc(F)c(F)c4)nc3C[C@@H](C)[C@]2(C)C1`?
A498: 116; HCT-15: 107; HT29: 108; HCT-116: 106; KM12: 101; COLO 205: 110; SW-620: 97; HCC-2998: 112; SNB-75: 95

What do the screens show for `COc1ccc(C2=Nc3c(c(-c4ccccc4)nn3-c3ccccc3)C3(C(=O)Nc4ccc(Cl)cc43)C2C#N)cc1` (configuration not stated)?
A498: 93; HCT-15: 76; HT29: 77; HCT-116: 84; KM12: 94; COLO 205: 92; SW-620: 91; HCC-2998: 96; SNB-75: 62

Results for O=C(/C=C/c1ccc(N2CCOCC2)cc1)CC(=O)/C=C/c1ccc(N2CCOCC2)cc1 ?
A498: 97; HCT-15: 98; HT29: 117; HCT-116: 89; KM12: 98; COLO 205: 105; SW-620: 99; HCC-2998: 104; SNB-75: 88

How did COc1cc(/C=C/C(=O)NCCn2c(C)cc3ccccc32)cc(OC)c1OC do in these assays?
A498: 122; HCT-15: 97; HT29: 98; HCT-116: 90; KM12: 101; COLO 205: 98; SW-620: 108; HCC-2998: 101; SNB-75: 90

What do the screens show for `O=C(Nc1ccccc1[N+](=O)[O-])OC/C=C/c1ccccc1`?
A498: 96; HCT-15: 83; HT29: 93; HCT-116: 108; KM12: 100; COLO 205: 119; SW-620: 110; SNB-75: 107

Results for COc1cc(/C=N/NC(=O)C(=O)Nc2cccc(Cl)c2)cc(OC)c1O ?
A498: 105; HCT-15: 99; HT29: 113; HCT-116: 108; KM12: 110; COLO 205: 114; SW-620: 102; HCC-2998: 120; SNB-75: 104

How did CC1COc2c(N3CCN(C)CC3)c(F)cc3c(=O)c(C(=O)N/N=C/c4ccoc4)cn1c23 (configuration not stated) do in these assays?
A498: 94; HCT-15: 94; HT29: 103; HCT-116: 91; KM12: 103; COLO 205: 102; SW-620: 96; HCC-2998: 80; SNB-75: 98

What do the screens show for `O=C(Nc1cccc(Br)c1)Oc1ccc(Cl)c2cccnc12`?
A498: 96[100 µM]; HCT-15: 11[100 µM]; HT29: 70[100 µM]; HCT-116: 2.1*[100 µM]; KM12: 30[100 µM]; COLO 205: 56[100 µM]; SW-620: 26[100 µM]; HCC-2998: 45[100 µM]; SNB-75: 3.2*[100 µM]

How did COC(=O)/C=C/c1cc(OC(C)=O)c2c(c1)[C@@H](C(=O)OC)[C@H](c1ccc(OC(C)=O)c(OC(C)=O)c1)O2 do in these assays?
A498: -14*; HCT-15: 8.7*; HT29: 12; HCT-116: 6.4*; KM12: 6.0*; COLO 205: 47; SW-620: 16; HCC-2998: 22; SNB-75: -3.5*

How did COc1ccc(-c2nsc3c2NC(=O)CC3c2cccc(F)c2)cc1 (configuration not stated) do in these assays?
A498: 29; HCT-15: 23; HT29: 10; HCT-116: 23; KM12: 17; COLO 205: 26; SW-620: 18; HCC-2998: 79; SNB-75: 69

How did COc1ccc2nc(NC(=O)c3cc(-c4ccc(Cl)cc4)n4nc(-c5ccccc5)cc4n3)sc2c1 do in these assays?
A498: 99; HCT-15: 105; HT29: 110; HCT-116: 100; KM12: 104; COLO 205: 100; SW-620: 98; HCC-2998: 109; SNB-75: 92

How did CN1C(=O)C2=C(Nc3ccccc3N(C(=O)C3CCC3)C2c2ccco2)C1(C)C (configuration not stated) do in these assays?
A498: 99; HCT-15: 101; HT29: 97; HCT-116: 92; KM12: 101; COLO 205: 105; SW-620: 113; HCC-2998: 98; SNB-75: 76

What do the screens show for `CCOC(=O)c1ccc(NC(=O)Nc2ccc(-c3cccs3)nc2C)cc1`?
A498: 102; HCT-15: 70; HT29: 82; HCT-116: 73; KM12: 83; COLO 205: 118; SW-620: 111; HCC-2998: 108; SNB-75: 104

How did N#C/C(=C\c1ccc(-c2ccc(Cl)cc2)o1)C(=O)Nc1ncc(Cc2cc(Cl)ccc2Cl)s1 do in these assays?
A498: 80; HCT-15: 95; HT29: 104; HCT-116: 100; KM12: 100; COLO 205: 111; SW-620: 98; HCC-2998: 100; SNB-75: 93

Results for Brc1ccc(/C=N/Nc2ncnc3sc4c(c23)CCNC4)cc1 ?
A498: 108; HCT-15: 55; HT29: 79; HCT-116: 49; KM12: 88; COLO 205: 84; SW-620: 51; HCC-2998: 93; SNB-75: 94

What do the screens show for `C/C(=N\NC(=O)Nc1ccc(Cl)cc1)c1nnn(-c2ccc(Br)cc2)c1C`?
A498: 113; HCT-15: 98; HT29: 116; HCT-116: 95; KM12: 94; COLO 205: 114; SW-620: 95; HCC-2998: 112; SNB-75: 98

What do the screens show for `O=C(O)c1ccc2c3ccc(C(=O)O)c4c(C(=O)O)ccc(c5ccc(C(=O)O)c1c25)c43`?
A498: 108; HCT-15: 108; HT29: 111; HCT-116: 90; KM12: 100; COLO 205: 104; SW-620: 98; HCC-2998: 77; SNB-75: 85

What do the screens show for `C#C[C@]1(O)CC[C@H]2[C@@H]3CC=C4c5sc(Nc6ccc(C(=O)O)cc6)nc5CC[C@]4(C)[C@H]3CC[C@@]21C`?
A498: 88; HCT-15: 49; HT29: 101; HCT-116: 79; KM12: 86; COLO 205: 121; SW-620: 107; HCC-2998: 101; SNB-75: 68

How did O=C1Nc2ccc(Cl)cc2/C1=C\c1ccc(OCc2ccccc2)cc1 do in these assays?
A498: 102; HCT-15: 104; HT29: 103; HCT-116: 97; KM12: 101; COLO 205: 107; SW-620: 99; HCC-2998: 104; SNB-75: 87

Results for Cn1cc(C(=O)c2nc(-c3c[nH]c4ccc(Br)cc34)no2)c2cc(Br)ccc21 ?
A498: 106; HCT-15: 56; HT29: 44; HCT-116: 63; KM12: 55; COLO 205: 93; SW-620: -2.2*; HCC-2998: 103; SNB-75: 74

How did CN1CCN(Cc2ccc(NC(=O)c3cncc(C#Cc4cnc5ccc(OCC6(C)COC6)nn45)c3)cc2C(F)(F)F)CC1 do in these assays?
A498: -98*; HCT-15: -79*; HT29: -37*; HCT-116: -75*; KM12: -82*; COLO 205: -58*; SW-620: -45*; HCC-2998: -90*; SNB-75: -69*

How did CCNC(COC(=O)c1ccc([N+](=O)[O-])cc1)C1CCCCC1 (configuration not stated) do in these assays?
A498: 98; HCT-15: 110; HT29: 107; HCT-116: 107; KM12: 104; COLO 205: 114; SW-620: 106; HCC-2998: 104; SNB-75: 98

What do the screens show for `O=c1/c(=C/c2ccccn2)sc2nc3ccccc3n12`?
A498: 108; HCT-15: 98; HT29: 105; HCT-116: 104; KM12: 102; COLO 205: 116; SW-620: 103; HCC-2998: 115; SNB-75: 82

How did Cc1cc(O)c(C(C)C)cc1N=Cc1cc([N+](=O)[O-])ccc1O do in these assays?
A498: 79; HCT-15: 97; HT29: 105; HCT-116: 94; KM12: 93; COLO 205: 123; SW-620: 102; HCC-2998: 112; SNB-75: 79

What do the screens show for `CC(=O)c1cc2c(o1)C(=O)c1ccccc1C2=O`?
HCT-15: -77*; HT29: -18*; HCT-116: -84*; KM12: -64*; SW-620: -77*; HCC-2998: -88*; SNB-75: -99*

Results for O=C(O)C1C2C=CC(C2)C1C(=O)Nc1cccc([N+](=O)[O-])c1 (configuration not stated) ?
A498: 88; HCT-15: 101; HT29: 104; KM12: 107; COLO 205: 108; SW-620: 102; HCC-2998: 108; SNB-75: 99

What do the screens show for `N=C(N)c1ccc(-c2ccc(-c3ccc(Cl)cn3)s2)cc1`?
HCT-15: -46*; HT29: 0.2*; HCT-116: -68*; KM12: 1.9*; SW-620: -28*; HCC-2998: -61*; SNB-75: 62

Results for CCCCCCCCCCCCSCCc1ccccc1 ?
A498: 99; HCT-15: 105; HT29: 91; HCT-116: 88; KM12: 114; COLO 205: 109; SW-620: 98; HCC-2998: 107; SNB-75: 88

Gathered by group: the entries above with bromine
How did Nc1nn2c(-c3cc4cc(Br)ccc4oc3=O)ccnc2c1N=Nc1ccccc1 do in these assays?
A498: -17*; HCT-15: 53; HT29: 22; HCT-116: 3.3*; KM12: 26; COLO 205: 80; SW-620: 51; HCC-2998: 30; SNB-75: -60*

What do the screens show for `O=C(Nc1cccc(Br)c1)Oc1ccc(Cl)c2cccnc12`?
A498: 96[100 µM]; HCT-15: 11[100 µM]; HT29: 70[100 µM]; HCT-116: 2.1*[100 µM]; KM12: 30[100 µM]; COLO 205: 56[100 µM]; SW-620: 26[100 µM]; HCC-2998: 45[100 µM]; SNB-75: 3.2*[100 µM]

Results for Brc1ccc(/C=N/Nc2ncnc3sc4c(c23)CCNC4)cc1 ?
A498: 108; HCT-15: 55; HT29: 79; HCT-116: 49; KM12: 88; COLO 205: 84; SW-620: 51; HCC-2998: 93; SNB-75: 94

What do the screens show for `C/C(=N\NC(=O)Nc1ccc(Cl)cc1)c1nnn(-c2ccc(Br)cc2)c1C`?
A498: 113; HCT-15: 98; HT29: 116; HCT-116: 95; KM12: 94; COLO 205: 114; SW-620: 95; HCC-2998: 112; SNB-75: 98

Results for Cn1cc(C(=O)c2nc(-c3c[nH]c4ccc(Br)cc34)no2)c2cc(Br)ccc21 ?
A498: 106; HCT-15: 56; HT29: 44; HCT-116: 63; KM12: 55; COLO 205: 93; SW-620: -2.2*; HCC-2998: 103; SNB-75: 74

Following part:
How did CCCCCCCCCCCCCCCC1=NN(c2ccccc2)C(=O)C1NC(=O)O (configuration not stated) do in these assays?
A498: 116; HCT-15: 82; HCT-116: 101; KM12: 106; COLO 205: 111; SW-620: 111; HCC-2998: 113; SNB-75: 98

How did CC(=O)Nc1nnc([N+](=O)[O-])s1 do in these assays?
A498: 97; HCT-15: 84; HT29: 104; HCT-116: 102; KM12: 108; COLO 205: 128; SW-620: 127; HCC-2998: 108; SNB-75: 97

What do the screens show for `O=C(CN1CCN(c2cc3c(cc2F)c(=O)c(C(=O)N/N=C/c2ccccc2)cn3C2CC2)CC1)N/N=C\c1ccccc1`?
A498: 79; HCT-15: 54; HT29: 73; HCT-116: 71; KM12: 71; COLO 205: 100; SW-620: 88; HCC-2998: 91

How did Cn1cc(-c2nc(-c3cn(C)c4c(Cl)nccc34)cs2)c2cc(F)ccc21 do in these assays?
A498: 65; HCT-15: 58; HT29: 46; HCT-116: 72; KM12: 68; COLO 205: 80; SW-620: 79; HCC-2998: 76; SNB-75: 94

Results for O=C1/C(=C/c2ccccn2)Sc2c(Br)cccc21 ?
A498: 118; HCT-15: 89; HT29: 80; HCT-116: 78; KM12: 95; COLO 205: 99; SW-620: 98; HCC-2998: 92; SNB-75: 85

Results for Fc1cc(-c2cnc(Cl)nc2NC2CCCCCC2)cc(F)c1F ?
A498: 74; HCT-15: 97; HT29: 111; HCT-116: 105; KM12: 107; COLO 205: 117; SW-620: 103; HCC-2998: 106; SNB-75: 77
